High-throughput results from PubChem BioAssay.
GAA inh: inhibitors of human lysosomal alpha-glucosidase; Potency, µM (doses to about 76.9 µM), for inactives: at the top dose activity change, negative = inhibition, usual class: inhibitors; 200,000 compounds, 0.005% hits; P10253; purified human GAA, 4-MU-alpha-glucoside fluorescence;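 note: plate controls were uninhibited enzyme wells for no effect and no-enzyme background for full effect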
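Enzyme (4 nM final) mixed with compound (up to 77 uM), then 4-MU-alpha-D-pyranoside (400 uM final) added; 20 min at room temperature, pH 5.0. Reaction stopped at pH 10, fluorescence read, AC50 derived by Hill fit.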
GAA spleen mod: lysosomal alpha-glucosidase (human) modulation. AID 2112. human spleen homogenate, 4-MU-alpha-glucoside fluorescence. 240,000 compounds, 0.006% hits. P10253. Potency, µM (series often up to 79.9 µM), without a hit: at the highest dose activity change, negative = inhibition, most hits filed as inhibitors;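 note: 0% = enzyme with vehicle and -100% = no enzyme basal signal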
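Human spleen homogenate (1 ug) with 4-methylumbelliferyl-alpha-D-glucopyranoside (1 mM final) in 50 mM citrate/phosphate pH 5.0, 0.01% Tween-20; 40 min at 37 C. Stopped at pH 10; 4-MU fluorescence Ex 365/Em 440 nm; AC50 by Hill fit.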
ALDH1A1 block: inhibitors of human aldehyde dehydrogenase 1A1; P00352; Purified ALDH1A1, NADH fluorescence, propionaldehyde substrate; Potency, µM (titrated, usually from 75.3 µM), without a hit: at the top dose activity, negative = inhibition, actives largely listed as inhibitors; 220,000 compounds, 7.3% hits; AID 1030; active = well fitted inhibition curve with a large enough effect, not every such curve was filed as active; inconclusive = small, poorly fitted or top-dose-only effect, or another doubt; inactive = no such curve, though single readings can be large or run the other way;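 note: plate controls were no enzyme wells and a reference inhibitor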
Target sequence (P00352 whole entry, looked up): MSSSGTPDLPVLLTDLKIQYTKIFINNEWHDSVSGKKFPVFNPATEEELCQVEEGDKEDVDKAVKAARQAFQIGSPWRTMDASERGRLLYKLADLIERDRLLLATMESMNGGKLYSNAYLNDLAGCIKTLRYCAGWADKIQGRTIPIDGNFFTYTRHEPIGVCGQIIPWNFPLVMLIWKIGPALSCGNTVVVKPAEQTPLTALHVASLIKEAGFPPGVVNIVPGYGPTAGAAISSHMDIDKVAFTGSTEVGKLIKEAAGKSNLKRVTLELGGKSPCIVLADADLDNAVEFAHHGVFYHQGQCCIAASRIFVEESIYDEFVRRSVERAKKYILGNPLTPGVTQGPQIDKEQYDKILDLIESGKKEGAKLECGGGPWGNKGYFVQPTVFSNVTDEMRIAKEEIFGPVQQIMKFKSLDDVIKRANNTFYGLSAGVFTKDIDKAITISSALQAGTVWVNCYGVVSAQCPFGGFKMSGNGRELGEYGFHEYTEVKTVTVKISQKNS
aGal spleen mod: inhibitors or activators of human alpha-galactosidase in spleen homogenate. P06280. human spleen homogenate, 4MU-alpha-Gal fluorescence, 40 min. Potency, µM (doses to about 80 µM), without a hit: at the highest dose activity change, negative = inhibition, most hits filed as inhibitors. 240,000 compounds, 0.008% hits;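 note: 0% = enzyme with vehicle and -100% = no enzyme basal signal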
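Inhibition or activation of alpha-galactosidase in human spleen homogenate is scored by 4-MU fluorescence after 40 min at 37C, pH 5.0, with 1 mM substrate. AC50s come from concentration-response fitted to the Hill equation.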
Epigenetic reg: epigenetic control regulation, reporter derepression; Potency, µM (highest dose often 53.9 µM), inactives show at the top dose GFP activation, hits mostly activators; murine LDR cells, GFP reporter derepression, 30 h; 280,000 compounds, 0.2% hits; note: % of control where 0% means no effect; nearly all actives have a fitted effect of over 60% in size
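Readout is the number of GFP-expressing murine LDR cells, counted by cytometry following washing. Cells were treated with compound for 30 h at 37 C; the stably integrated CMV-GFP locus is normally silent.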
NPSR antag: antagonists of human neuropeptide S receptor cAMP signaling; Q6W5P4; CHO-NPSR cells, cAMP TR-FRET, antagonist mode; Potency, µM (top dose mostly 38.3 µM), for the others: at the top dose activity change, negative = inhibition, actives largely listed as inhibitors; 220,000 compounds, 1% hits; note: % is set by controls: 0 for no effect and ±100 for the full control effect; nearly all actives have a fitted effect of over 50% in size; many of its hits are not listed in these tables
Target sequence (Q6W5P4 whole entry, looked up): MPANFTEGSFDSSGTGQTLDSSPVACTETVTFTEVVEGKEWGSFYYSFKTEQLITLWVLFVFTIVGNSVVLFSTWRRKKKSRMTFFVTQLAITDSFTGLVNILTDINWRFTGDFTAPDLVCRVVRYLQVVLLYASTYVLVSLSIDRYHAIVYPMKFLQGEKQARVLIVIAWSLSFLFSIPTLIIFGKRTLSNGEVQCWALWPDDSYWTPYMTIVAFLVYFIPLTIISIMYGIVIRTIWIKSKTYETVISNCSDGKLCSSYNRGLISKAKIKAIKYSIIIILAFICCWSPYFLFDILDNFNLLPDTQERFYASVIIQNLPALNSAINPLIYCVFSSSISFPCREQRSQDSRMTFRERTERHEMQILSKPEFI
GAA glycogen mod: inhibitors or activators of human alpha-glucosidase glycogen cleavage. recombinant GAA, glycogen substrate, Amplex Red glucose oxidase fluorescence. Potency, µM (top dose mostly 76.4 µM), for the others: top-dose activity change, negative = inhibition, most hits filed as inhibitors. 300,000 compounds, 0.38% hits. AID 2100;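 note: 0% = full enzyme reaction and -100% = no-enzyme basal signal; the screen sought inhibitors and activators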
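Recombinant human alpha-glucosidase (4 nM final) hydrolysed bovine liver glycogen (30 ug) for 40 min at 37 C in pH 5.0 citrate/phosphate with 0.01% Tween-20. Released glucose detected by glucose oxidase/Amplex Red, Ex 573/Em 610 nm. Compounds up to 77 uM; AC50 from Hill fits.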
Tau fluor cs: counter-screen for tau fibril formation inhibitors. tau K18 P301L Alexa594 fluorescence, heparin fibrillization. Potency, µM (top dose mostly 57.7 µM), for inactives: at the top dose activity change, negative = decrease. 280,000 compounds, 0.93% hits. AID 1463; note: % is set by controls: 0 for no effect and ±100 for the full control effect; nearly all actives have a fitted effect of over 55% in size
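Human tau K18 P301L (15 uM unlabeled, 0.24 uM Alexa 594-labeled) in 100 mM sodium acetate pH 7 with 20 uM heparin, 6 hr at 37 C. ThT 30 uM added, 1 hr ambient; Alexa 594 FP and total fluorescence read at 555/632 nm.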
An asterisk follows results filed as active; ? = inconclusive; / = not tested or not shown; & = joins results of further samples; [ ] = dose if it differs, or a comment. Unless noted, calls come from the whole dose curve; as a rule, active = well fitted curve in the direction sought with a large enough effect; inconclusive = small, poorly fitted or top-dose-only effect, or another doubt; inactive = no such curve, though single readings can be large; an effect the other way counts as inactive or inconclusive. Potency is the fitted concentration of half-maximal effect. Only part of the results is shown; count on the stated rates, not on these rows.

SMILES	GAA inh	GAA spleen mod	ALDH1A1 block	aGal spleen mod	Epigenetic reg	NPSR antag	GAA glycogen mod	Tau fluor cs
Cn1c(=O)cc(SCC(=O)NCCCN2CCOCC2)c2ccc(Cl)cc21	2%	-1%	?	3%	-0.4%	?	4%	9%
Fc1ccccc1C(c1nnnn1C1CCCC1)N1CCN(Cc2ccccc2)CC1 (configuration not stated)	-8%	-1%	?	3%	-1.2%	-25%[46.1 µM]	5%	-6%
COc1cc(OC)c2ccc(=O)oc2c1C(CC(=O)N1CCCC1)c1ccc(N(C)C)cc1 (configuration not stated)	/	1%&-9%	/	4%&5%	1.1%	-13%	-6%	-15%
CC(NC(=O)CCCN1C(=O)c2ccccc2C1=O)c1ccc2c(c1)CCCC2 (configuration not stated)	-6%	-2%	?	3%	-1.6%	-23%[46.1 µM]	-3%	-5%
O=C(C[n+]1ccc2ccccc2c1)Nc1cc(C(F)(F)F)ccc1Cl	6%	-1%	7%	2%	0.0%	5%[46.1 µM]	-1%	-10%
CC(C)CNc1nc(N)c([N+](=O)[O-])c(NCC2CCCO2)n1 (configuration not stated)	-2%	-2%	?	0%	-1.8%	15%	0%	-6%
Cc1cc(C)nc(SCC(=O)OCN2C(=O)c3ccccc3C2=O)n1	-7%	4%	10µM*	5%	0.0%	3%[46.1 µM]	5%	-11%
CC(C)(C)NC(=O)c1ccc2c(c1)N(CC(=O)N1CCN(c3ccccc3F)CC1)C(=O)C(C)(C)O2	-3%	6%	14µM*	3%	0.9%	?	2%	5%
CCC(C)(C)NC(=O)C(c1ccc(C)o1)N(C(=O)c1csnn1)c1cccc(F)c1 (configuration not stated)	7%	2%	9%	0%	-1.2%	-15%[46.1 µM]	-3%	-7%
CCOc1ccc(C(=O)/C=C/c2ccccc2C(F)(F)F)cc1	-4%	-7%	1%	-2%	-1.1%	-14%[46.1 µM]	17%	-5%
Cc1nc(CNS(=O)(=O)c2cccnc2)cs1	-5%	-4%	-3%	-2%	0.0%	8%[46.1 µM]	7%	11%
Cc1cc(C)c(NC(=O)OCCN2CCOCC2)c(C)c1	-1%	-7%	5%	14%	-2.1%	12%[7.67 µM]	2%	1%
CCN(c1ccccc1)S(=O)(=O)c1ccc(Cl)c(NC(=O)COC(=O)c2cc(O)c3ccccc3c2O)c1	/	-8%	/	17%	4.8%	-38%	-29%	8.9µM*[quencher]
Cc1c(C(=O)Nc2ccc(S(=O)(=O)NCC3CCCO3)cc2)cccc1[N+](=O)[O-] (configuration not stated)	-10%	2%	6%	8%	1.2%	-7%	-16%	-7%
COc1ccc(NS(=O)(=O)c2cccc(C(=O)N/N=C/c3ccccn3)c2)cc1	-1%	-2%	9%	0%	-1.5%	-15%	10%	-10%
CCCNC(=O)c1cc2ccccc2c(=O)o1	4%	-3%	?	3%	-0.7%	2%	4%	6%
CCCCNC(=O)CSc1nnc(Cc2ccccc2)n1CC1CCCO1 (configuration not stated)	/	-1%	4%	6%	-2.7%	1%	-6%	1%
COc1cc(C(=O)OC(C)C(=O)Nc2ccc3c(c2)OCO3)ccc1OCc1c(C)noc1C (configuration not stated)	7%	-11%	17%	-14%	2.3%	-21%[46.1 µM]	-5%	-10%
COCCNc1cc(-c2ccccc2CN(C)C)ncn1	/	11%	-11%	2%	2.3%	/	/	0%
Cc1sc2ncnc(SCC(=O)Nc3nc(-c4ccc(F)c(F)c4)cs3)c2c1C	10%	-1%	-1%	6%	-2.9%	1%	-6%	-21%
CCOC(=O)c1oc2ccc(S(=O)(=O)N3CCC(C)CC3)cc2c1C	-2%	-26%	-6%	-7%	1.8%	-15%[46.1 µM]	-8%	-11%
COc1ccc(C[C@@H]2CN3C(=NC[C@@H]3C)N2CCNC(=O)c2ccc(C)c(Br)c2)cc1	/	4%	?	8%	1.2%	22%	-13%	-2%
Cc1ccc2nc(NC(=O)c3cccs3)sc2c1	-1%	-6%	?	-1%	-1.6%	-20%[46.1 µM]	7%	-14%
Cc1cc(N2CCC(C(N)=O)CC2)nc(-c2ccccc2)n1	-5%	7%	3%	5%	0.2%	-12%[46.1 µM]	5%	-10%
CCOC(=O)C(C(=O)OCC)N(C#N)c1nc(N(C)C)nc(N(C)C)n1	13%	-8%	1%	-10%	-1.8%	-18%	16%	-2%
CCCC[C@@H]1C[C@H]1C(NC(=O)c1ccco1)c1ccccc1C(F)(F)F (some centres not stated)	/	1%	-22%	-2%	-0.2%	/	/	-8%
Cc1ccc(S(=O)(=O)NCCC(=O)NCc2ccc3c(c2)OCO3)cc1C	-11%	-15%	7.9µM*	7%	-1.4%	-5%[46.1 µM]	15%	-15%
CC(C)C(=O)N1CCN(c2ccccc2NC(=O)COc2ccccc2)CC1	-1%	4%	?	4%	5.1%	?	23%	-9%
COC(=O)[C@@]1(Cc2ccc(OC)cc2)[C@H]2c3cc(C(=O)N4CCCC4)n(Cc4ccc(Cl)c(C(F)(F)F)c4)c3C[C@H]2CN1C(=O)c1ccccc1	/	10%	-4%	10%	-0.2%	/	/	0%
CC(C)CN1CCN(Cc2cccc3cccnc23)CC1CCO (configuration not stated)	-5%	-3%	-15%	-2%	6.4%	-11%	-13%	-3%
O=C(Oc1ccc(OC(=O)N2CCOCC2)cc1)c1ccccc1	-6%	7%	-6%	0%	-1.0%	-12%[46.1 µM]	4%	-3%
O=[N+]([O-])c1cnc2ccccc2c1	-5%	-2%	10µM*	-6%	6.3%	1%	9%	5%
Cc1ccccc1Cn1nnc(C(=O)Nc2cccc(C)c2C)c1N	-1%	-10%	?	-2%	0.0%	?	-8%	-20%
Cc1ccc(N2CC(C(=O)O)CC2=O)cc1 (configuration not stated)	-5%	1%	0%	3%	8.6%	-10%	-15%	-6%
O=C(Cn1cc(C(=O)c2cccs2)c2ccccc21)NCC1CCCO1 (configuration not stated)	-2%	-17%	-12%	2%	2.2%	2%[46.1 µM]	2%	-6%
CCOC(=O)C(Cc1ccc(OC)c([N+](=O)[O-])c1)NC(=O)CCC(=O)Nc1ccc(OC)cc1 (configuration not stated)	-18%	-1%	4.5µM*	-1%	2.1%	-2%	3%	1%
C1CCc2nnc(-c3nnc4n3CCCCC4)n2CC1	-1%	-14%	6%	-5%	-3.2%	-4%[46.1 µM]	4%	8%
Cn1nc(CC(=O)NCc2cccc3ccccc23)c2ccccc2c1=O	-3%	1%	15%	6%	-0.8%	-7%[46.1 µM]	10%	-7%
COc1ccc(CNC(=O)C(=O)NC2CCC(C)CC2)cc1 (configuration not stated)	-8%	11%	0%	-2%	-1.2%	6%	-10%	5%
Cc1nnc(SCc2ccccc2)[nH]c1=O	-1%	-1%	7.1µM*	1%	0.0%	-5%	4%	-5%
O=S(=O)(c1cccs1)N1CCCc2cccc(O)c21	4%	11%	?	9%	-3.1%	3%[46.1 µM]	-5%	4%
O=C(Nc1cccc(-c2csc(Nc3ccc(Cl)cc3)n2)c1)c1ccccc1	/	4%	/	5%	0.4%	-50%	?	14µM*[quencher]
CCOC(=O)C1CCN(C2CC(=O)N(c3cccc(Cl)c3)C2=O)CC1 (configuration not stated)	-7%	1%	20µM*	-1%	2.0%	-5%[46.1 µM]	4%	2%
COC(=O)c1c(NC(=O)c2ccco2)sc(C(=O)N(C)C)c1C	-4%	7%	?	7%	-0.8%	-3%[46.1 µM]	1%	-6%
Cc1ccc(-c2nc3ccsc3c(=O)[nH]2)cc1	-4%	-1%	-15%	2%	14%	-5%	3%	-8%
O=C(CCl)NC1CCCc2ccccc21 (configuration not stated)	-8%	11%	3.2µM*	10%	1.1%	0%	5%	-8%
CC1=NN(c2ccccc2)C(=O)/C1=C/N(C)C	/	10%	/	-2%	1.1%	0%[7.67 µM]	-7%	-5%
O=C(Oc1coc(CSc2ncccn2)cc1=O)c1cccc([N+](=O)[O-])c1	5%	7%	1.8µM*	9%	1.1%	30%	3%	?
O=C(O)c1cccc(-c2ccc(/C=N/NC(=O)C3COc4ccccc4O3)o2)c1 (configuration not stated)	-2%	-23%	?	-3%	-5.1%	-22%	-15%	3%
COc1ccc(CNC(=O)c2cccs2)cc1	-4%	2%	?	-1%	-1.3%	-6%[46.1 µM]	-3%	-2%
Cc1cc(C)nc(Sc2ccc([N+](=O)[O-])cc2[N+](=O)[O-])n1	-12%	-7%	0%	-15%	0.0%	28%	8%	?
O=S1(=O)N=C(Nc2nncs2)c2ccccc21	-3%	-10%	?	-5%	-1.1%	3%[46.1 µM]	14%	-14%
COc1ccc(/C(C)=N/N=C2/NC(=O)CC(C(=O)O)S2)cc1F (configuration not stated)	/	-1%	/	-8%	0.0%	8%	3%	-2%
Cc1ccc(-c2cc(Cc3ccccc3)c(=O)[nH]n2)cc1	/	2%	/	5%	-1.8%	6%	-3%	-21%
COc1ccc(/C(O)=C2\C(=O)C(=O)N(CCN3CCOCC3)C2c2ccccc2OC)cc1 (configuration not stated)	1%	0%	-7%	2%	0.0%	-6%[46.1 µM]	1%	-1%
O=C(CN1CCc2ccccc2C1)Nc1ccc(F)cc1F	-9%	6%	8%	4%	0.9%	1%	-18%	-4%

Entries shown so far containing a CF3 group, in the order listed:
SMILES	GAA inh	GAA spleen mod	ALDH1A1 block	aGal spleen mod	Epigenetic reg	NPSR antag	GAA glycogen mod	Tau fluor cs
O=C(C[n+]1ccc2ccccc2c1)Nc1cc(C(F)(F)F)ccc1Cl	6%	-1%	7%	2%	0.0%	5%[46.1 µM]	-1%	-10%
CCOc1ccc(C(=O)/C=C/c2ccccc2C(F)(F)F)cc1	-4%	-7%	1%	-2%	-1.1%	-14%[46.1 µM]	17%	-5%
CCCC[C@@H]1C[C@H]1C(NC(=O)c1ccco1)c1ccccc1C(F)(F)F (some centres not stated)	/	1%	-22%	-2%	-0.2%	/	/	-8%
COC(=O)[C@@]1(Cc2ccc(OC)cc2)[C@H]2c3cc(C(=O)N4CCCC4)n(Cc4ccc(Cl)c(C(F)(F)F)c4)c3C[C@H]2CN1C(=O)c1ccccc1	/	10%	-4%	10%	-0.2%	/	/	0%
